Screening results from PubChem BioAssay.
mec2-1 = NCI yeast anticancer drug screen, S. cerevisiae mec2-1 strain; % growth inhibition at 50 µM; actives 9% (n = 79,000); AID 157;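 note: 0% = growth of vehicle-only cultures of the same strain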
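Compounds were applied to mec2-1 yeast cells. Their growth was then compared with that of vehicle-treated cultures to give growth inhibition.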
rad50 = NCI yeast anticancer drug screen, S. cerevisiae rad50 strain; % growth inhibition at 50 µM; actives 10% (n = 79,000); AID 155;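 note: 0% = growth of vehicle-only cultures of the same strain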
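Genetically altered yeast (DNA repair pathway); compound treatment; growth inhibition vs vehicle ctrl.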
mlh1 rad18 = NCI yeast anticancer drug screen, S. cerevisiae mlh1 rad18 strain | growth inhibition, % at 50 µM | actives 11% (n = 79,000) | AID 175;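 note: 0% = growth of vehicle-only cultures of the same strain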
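Steps: expose repair-defective yeast to compound; measure growth; express inhibition against vehicle-treated controls.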
yeast cln2 rad14 = NCI yeast anticancer drug screen, S. cerevisiae cln2 rad14 strain; growth inhibition, % at 50 µM; actives 8.3% (n = 78,000);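 note: 0% = growth of vehicle-only cultures of the same strain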
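Compounds are applied to the cln2 rad14 yeast strain, and growth is then compared with that of vehicle-treated cultures to give inhibition.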
bub3 = NCI yeast anticancer drug screen, S. cerevisiae bub3 mutant strain | % growth inhibition at 50 µM | actives 9.9% (n = 78,000);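 note: 0% = growth of vehicle-only cultures of the same strain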
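Screening used yeast with an engineered genetic alteration affecting cell cycle control. Compound-exposed cultures were compared with vehicle cultures, and reduced growth was taken as inhibition.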
yeast sgs1 mgt1 = NCI yeast anticancer drug screen, S. cerevisiae sgs1 mgt1 strain. growth inhibition, % at 50 µM. actives 10% (n = 78,000);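 note: 0% = growth of vehicle-only cultures of the same strain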
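This yeast growth screen uses a strain with defined DNA-repair lesions; compound-treated growth is compared with vehicle-treated growth.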
Numbers without * were called inactive; nt = not tested or not shown; & = joins results of further samples; ! = not active in a repeat. Cut-off read from the data, not from the text of the source: active = growth inhibition above about 70%; inactive = the rest.

SMILES	mec2-1	rad50	mlh1 rad18	yeast cln2 rad14	bub3	yeast sgs1 mgt1
CC1(C)OP(=O)(c2ccccc2)C=C1Br (stereo unspecified)	-9	-40	-4	-12	-3	-23
BrCCCBr	6	15	21	11	12	14
CCCCCCCCCCCCCC(=O)O[C@H]1CC[C@H](NC(=O)[C@H](OC)[C@H](O)[C@@H](O)[C@H](O)/C=C/C(C)C)C(=O)NC1	87*	88*	86*	72*	92*	90*
CC[N+](C)(CC)CCNC(=O)C(O)(c1ccccc1)c1ccccc1	95*	93*	94*	93*	95*	96*
CCCCCC(C)C1C(=O)NC(=O)NC1=O (stereo unspecified)	13	6	-6	6	8	3
Cc1ccc(N2C(=O)c3ccccc3C2(c2ccccc2)N(CCCl)CCCl)cc1 (stereo unspecified)	-9	-4	-8	-34	-10	7
O=C(O)C(Cl)C(=O)O	-8	-4	-14	-26	0	9
CCOP(=O)(OCC)C(C)(C)OC(=O)NC(F)(F)F	-15	-19	3	5	-10	-2
CN(C)C1OCCO1	-36	-8	-3	1	-7	-11
CCc1cc[c]([Sb](=[O])([OH])[OH])cc1	-7	4	3	22	4	9
O=C1CC2(C(=O)N1CN1CCN(c3ccc(F)cc3)CC1)c1ccccc1-c1ccccc12 (tested in a mixture with another compound)	-7	1	35	-33	16	-5
C=COC(=O)NC(C(=O)O)C(C)CC (stereo unspecified)	19	43	35	25	-5	44
CCC1COCC1Cc1cncn1C (stereo unspecified)	-17	2	27	nt	nt	nt
CCCC[CH2][Pb]([CH2]CCCC)([CH2]CCCC)[O]C(C)=O	99*	99*	98*	98*	98*	99*
[Cl][Hg][c]1ccco1	100*	100*	99*	99*	99*	100*
C/C(CC(C)(C)N1CC1)=N\N	-13	-20	-9	-20	-8	-8
CC(=O)O[C@H]1CCC2[C@@H]3CCC4Nc5oncc5C[C@]4(C)C3CC[C@@]21C (stereo partly specified)	8	51	85*	70*	18	17
CC1(C)C(=O)CC[C@@]2(C)C1=CC[C@@H]1[C@@H]2CC[C@@]2(C)[C@H]1CC[C@]2(C)O	-15	6	7	-21	4	12
CCCCC(CC)COP(OCC(CC)CCCC)OCC(CC)CCCC (stereo unspecified)	-14	22	-7	-38	-7	-19
CC#N.FC(F)(F)C#CC(F)(F)F.FC(F)(F)C#CC(F)(F)F.FC(F)(F)C#CC(F)(F)F.[W]	100*	99*	99*	99*	100*	100*
Cc1nnc2n1-c1ccccc1C(=S)N1CSCC21 (stereo unspecified)	0	-22	0	8	-7	-25
Cc1c[n+]2c(ccc3ccccc32)s1	-1	2	-26	-5	-11	7
N#CC(Cl)(Cl)CCl	13	-17	2	47	0	-9
O=C([O-])C(=O)[O-].[Co+3].[NH2-].[NH2-].[NH2-].[NH2-].[O-][Cl+3]([O-])([O-])O	22	18	37	16	18	13
C/C=C(\C)C(=O)OC1C(C)=C2C(C1OC(=O)CCCCC)C(C)(OC(C)=O)CC(OC(=O)CCC)C1(O)C2OC(=O)C1(C)O (stereo unspecified)	83*	78*	68	83*	73*	75*
CC(=O)OC1CCC2(C)C(CC(=O)C3C2CCC2(C)C(OC(C)=O)CCC32)C1 (stereo unspecified)	7	7	2	16	-4	2
CC1=C(N2CC2)C(=O)c2nc3n(c2C1=O)CCC3OC(=O)CCl (stereo unspecified)	57	47	66	58	6	72*
[Br][Cd][Br].c1ccc([PH+](c2ccccc2)c2ccccc2)cc1.c1ccc([PH+](c2ccccc2)c2ccccc2)cc1	90*	98*	95*	92*	92*	95*
CC([NH-])C[NH-].CC([NH-])C[NH-].[Cl-].[Cl-].[Co+3].[O-][Cl+3]([O-])([O-])O (stereo unspecified)	13	38	2	26	17	40
N#CCCc1ccccc1	-8	-2	1	-13	-1	-2
CN1C2c3ccccc3C3C4c5ccccc5C(C31)C(C2[N+](=O)[O-])N4C (stereo unspecified)	-31	-13	-14	nt	nt	nt
c1ccc(C(NC2=NCCO2)c2ccccc2)cc1	-33	-19	-46	-22	-17	-61
CCCC[N+]1=CC(C)CC(C)C1 (stereo unspecified)	0	9	-8	1	7	-5
C/C(=N\N=C(/[Se])N1CC2CCC(CC2)C1)c1ccccn1	90*	87*	nt	85*	90*	90*
CCC(Br)C(N)=O (stereo unspecified)	3	-9	-1	-60	-4	-7
COc1ccc(-c2c(C)c(C(=O)O)nc(-c3ccc4c(O)c(OC)c5c(c4n3)=NC(C)(C)N=5)c2N)c(O)c1OC	33	75*	61	47	20	41
CC(C)CC1N=C(NN=C(CCl)CCl)SP1(=O)NCCCCCCNP1(=O)SC(NN=C(CCl)CCl)=NC1CC(C)C (stereo unspecified)	12	3	14	-12	16	11
Nc1ccc(C(=O)O)c(C(=O)O)c1.[Cl][Sn]([Cl])([Cl])[Cl]	60	48	40	76*	81*	54
CC(=O)N(C)C(=O)Oc1cccc2ccccc12	17	-8	-1	-34	-27	-11
Cc1[cH-]c(=O)n(-c2ccccc2)n1.[Au+].[Au].c1ccc([PH+](c2ccccc2)c2ccccc2)cc1.c1ccc([PH+](c2ccccc2)c2ccccc2)cc1	90*	89*	83*	89*	89*	91*

Single records (already shown).
Profile of C/C(=N\N=C(/[Se])N1CC2CCC(CC2)C1)c1ccccn1 : mec2-1: 90*; rad50: 87*; mlh1 rad18: nt; yeast cln2 rad14: 85*; bub3: 90*; yeast sgs1 mgt1: 90*
Profile of Cc1nnc2n1-c1ccccc1C(=S)N1CSCC21 (stereo unspecified) : mec2-1: 0; rad50: -22; mlh1 rad18: 0; yeast cln2 rad14: 8; bub3: -7; yeast sgs1 mgt1: -25

Following part:
SMILES	mec2-1	rad50	mlh1 rad18	yeast cln2 rad14	bub3	yeast sgs1 mgt1
CCCCC1C(=O)NC(=S)N(c2ccccc2)C1=O (stereo unspecified)	-1	-2	14	34	11	8
O=C(O)CCCc1ccc(N(CCCl)CCCl)cc1	-16	-27	6	-27	-10	-5
N#CS.N=C=S.N=C=S.[Co+3].[NH-]CC[NH-].[NH-]CC[NH-]	10	10	11	4	28	36
CNC(C)Cc1ccc(Cl)cc1 (stereo unspecified)	2	-1	-21	4	12	7
C/C=C/CC1(c2ccccc2)C(=O)NC(=S)NC1=O	-15	10	6	-42	-6	6
CN1C(=O)C2(c3ccccc31)C1CC3C(CO1)C1C2C3(CO)CN1C#N (stereo unspecified)	13	34	-7	1	-22	-39
c1ccc2c(c1)ccc1c3ccccc3sc21	-30	-26	-22	-3	-26	-18
O=[N+]([O-])c1cc([N+](=O)[O-])c(Cl)s1	100*	100*	100*	99*	100*	99*
O=C(CS(=O)(=O)O)Nc1ccccc1	12	37	22	15	17	28
COP12(OCCO1)SC(C(F)(F)F)=C(C(F)(F)F)S2	19	17	-3	18	37	42
N#CC(C#N)=Cc1cccc([N+](=O)[O-])c1	91*!	98*!	98*!	94*!	99*!	99*!
CC(=O)OC1CCC2(CO)C(CCC3C4CCC(=O)C4(C)CCC32)C1 (stereo unspecified)	-4	14	22	12	5	0
C=C(C)C1C(=O)NC(=O)N(CCC)C1=O (stereo unspecified)	9	20	-3	9	3	-10
COC(=O)C1=COC(C)C2CN3CCC4(C(=O)Nc5ccccc54)C3CC12 (stereo unspecified)	-28	-17	-9	-18	3	-12
CC1(C)C(=O)N(O)C(C)(C)N1N=O	13	2	20	28	15	18
CCC1c2cc(O)c(OC)cc2CCN1C (stereo unspecified)	-1	-8	-8	-15	-8	2
O=C(Cc1ccccc1)Nc1ccc(Cl)cc1C(=O)c1ccccc1	44	2	37	-18	23	40
C=Cn1nnnc1N	2	-3	4	9	14	-10
COC(=O)C1(C(=O)OC)Cc2ccc(C)cc2C2=C1C(=O)c1ccccc1C2=O	-10	-26	8	8	-3	6
CCN(CCCl)c1cc(C(N)=O)c([N+](=O)[O-])cc1[N+](=O)[O-]	-9	-1	-20	4	5	9

Quoted from the results shown (12 entries):
SMILES	mec2-1	rad50	mlh1 rad18	yeast cln2 rad14	bub3	yeast sgs1 mgt1
O=C(CS(=O)(=O)O)Nc1ccccc1	12	37	22	15	17	28
COP12(OCCO1)SC(C(F)(F)F)=C(C(F)(F)F)S2	19	17	-3	18	37	42
N#CC(C#N)=Cc1cccc([N+](=O)[O-])c1	91*!	98*!	98*!	94*!	99*!	99*!
CC(=O)OC1CCC2(CO)C(CCC3C4CCC(=O)C4(C)CCC32)C1 (stereo unspecified)	-4	14	22	12	5	0
C=C(C)C1C(=O)NC(=O)N(CCC)C1=O (stereo unspecified)	9	20	-3	9	3	-10
COC(=O)C1=COC(C)C2CN3CCC4(C(=O)Nc5ccccc54)C3CC12 (stereo unspecified)	-28	-17	-9	-18	3	-12
CC1(C)C(=O)N(O)C(C)(C)N1N=O	13	2	20	28	15	18
CCC1c2cc(O)c(OC)cc2CCN1C (stereo unspecified)	-1	-8	-8	-15	-8	2
O=C(Cc1ccccc1)Nc1ccc(Cl)cc1C(=O)c1ccccc1	44	2	37	-18	23	40
C=Cn1nnnc1N	2	-3	4	9	14	-10
COC(=O)C1(C(=O)OC)Cc2ccc(C)cc2C2=C1C(=O)c1ccccc1C2=O	-10	-26	8	8	-3	6
CCN(CCCl)c1cc(C(N)=O)c([N+](=O)[O-])cc1[N+](=O)[O-]	-9	-1	-20	4	5	9

New compounds follow:
SMILES	mec2-1	rad50	mlh1 rad18	yeast cln2 rad14	bub3	yeast sgs1 mgt1
O=C1CC2CCCC(C1)N2Cc1ccccc1	-6	72*	52	37	35	62
CN(C)c1ccc(N=Nc2ccc([As](=O)(O)O)cc2)cc1	-11	-23	0	-35	-5	-12
O=C1OC(c2ccccc2)=N/C1=C\c1ccc(N(CCCl)CCCl)cc1	9	19	-4	29	16	39
O=C([O-])Cc1ccccc1.O=[N+]([O-])O.[Co+3].[NH2-].[NH2-].[NH2-].[NH2-].[NH2-]	12	13	-6	12	15	21
O=C(NCP(=O)(O)O)c1cccnc1	-11&-30	-7&-11	-10&3	-25&-38	-7&-33	7&-5
Cc1cccc(OP(=S)(Oc2cccc(C)c2)Oc2cccc(C)c2)c1	4	1	10	-11	8	-20
C/C=C/c1cc2n(c1)C(=O)c1cc(OC3OC(C)C(NC)C(C)(O)C3O)c(C)c(O)c1NC2O (stereo unspecified)	1	21	-47	3	14	21
CC[N+](C)(CC)CCC(C(=O)NC)(c1ccccc1)c1ccccc1	-1	-2	-19	-35	0	-23
NNC(=O)c1ccc(O)cc1	-3	1	18	-17	0	-13
c1ccc2cc(C3NCCc4[nH]cnc43)ccc2c1 (stereo unspecified)	-8	5	30	3	-8	-7
COc1cc(C(c2c(O)c3ccccc3oc2=O)c2c(O)c3ccccc3oc2=O)ccc1O	30	61	-46	7	-6	11
CNC1C(O)C(OC2C(N)CC(N)C(OC3OC(C(C)O)C(O)C(O)C3N)C2O)OCC1(C)O (stereo unspecified)	15	20	17	-8	-19	4
CN1CCN(c2ccc3nc(-c4ccc5nc(-c6ccc(N(C)CCCl)cc6)[nH]c5c4)[nH]c3c2)CC1	99*	98*	98*	99*	99*	99*
CCCCCCCCCNP(=O)(OCc1ccccc1)N(CCCl)CCCl (stereo unspecified)	37	56	26	35	0	40
CCc1cc2c(cc1-c1csc(C/C(N)=N/O)n1)C(C)(C)CCC2(C)C	91*	90*	90*	90*	91*	91*
CCOc1ccc([Se][Se]c2ccc(OCC)cc2)cc1	8	22	-5	9	4	9
NC(=O)C1(Cl)CCCCC1	-23	-12	-6	-11	-6	-21
CCCC[n+]1cccc(C2CCC[N+]2(C)CCCC)c1 (stereo unspecified)	-5	-13	-18	-22	-19	-1
CSC(=S)N(C)c1nc(=[N+](C)C)ss1	-1	-13	27	-32	-2	-10
O=P(OCCCl)(OCCCl)C(Nc1cccc2ccccc12)c1ccc(N(CCCl)CCCl)cc1 (stereo unspecified)	-15	-7	-4	-7	-34	-14
CC(C)(OO)C1=CC23CCC4C(C)(C(=O)O)CCCC4(C)C2CC1OO3 (stereo unspecified)	18	21	1	-8	28	28
CC(=O)OC1CCC2(C)C(CCC3C2CC(=O)C2(C)C3CC(N3CC3)C2C(C)=O)C1 (stereo unspecified)	0	29	35	-19	21	-5
C[N+](C)(C)CC1CCC(C[N+](C)(C)C)C1=NO (stereo unspecified)	11	-16	-16	13	10	4
COc1cc(C2c3cc(O)c(OC)cc3CC3C(=O)OCC32)ccc1O (stereo unspecified)	-27	-6	-19	8	-10	-5
c1ccc2c(NCCCCCCCCNc3c4ccccc4nc4ccccc34)c3ccccc3nc2c1	88*	85*	nt	47	80*	75*
CC(NC1=NCCO1)c1ccco1 (stereo unspecified)	9	4	-76	30	7	13
O=C(CCCCCCCCC(=O)OO)OO (tested in a mixture with another compound)	-21	-9	0	14	-10	-7
CC(=O)OC1CC2(C)C3(CO3)C1OC1C=C(C)C(=O)C(O)C12CO (stereo unspecified)	-4	-10	11	26	9	3
O=Cc1cn(Cc2ccccc2)c2ccccc12	-22	30	41	22	6	42
CNC1C(OC2C(OC3C(O)C(O)C(O)C(O)C3O)OC(C)C2(O)CO)OC(CO)C(O)C1O (stereo unspecified) (tested in a mixture with another compound)	-9	2	-14	27	6	-22
CCN(CC)CCN(Cc1ccccc1)C(=O)C(O)(c1ccccc1)c1ccccc1	-24	0	-25	-39	-2	-4

These rows are one share of the data (hit frequency here may not be typical).
